Hsp70 inhibitors = small molecules displacing fluorescent ligand from Hsp70 – biochemical, fluorescence polarization, primary screen (AID 583). one-dose displacement, % at 20 µM; IC50 in µM for titrated hits. Hsp70 fluorescence polarization probe displacement, mP; higher % means a stronger effect. actives 0.06% (n = 140,000); in the data active = displacement above about 50%;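 also: plate controls were vehicle for no effect and reference ligand for full effect; a part of the inactive calls stands beside numbers as strong as those of hits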
Rat MKP-3 inhibitors = MKP-3 phosphatase inhibitors, primary screen, biochemical, rat enzyme, in vitro (AID 425). recombinant MKP-3 phosphatase activity, fluorescence; higher % means a stronger effect. inhibition, % at 20 µM, or IC50 in µM where a hit was titrated. actives 0.17% (n = 110,000); in the data active = inhibition above about 50%;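 also: plate controls were vehicle for no effect and reference inhibitor for full effect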
The depositor's hits bear a star; x = no result given. A portion of the library; count on the stated rates, not on these rows.

#	SMILES	Hsp70 inhibitors	Rat MKP-3 inhibitors
1	Cc1cc(C(C)(C)C)cc(S(=O)(=O)NCC(=O)O)c1C	-2.1%	-2%
2	CCn1c2ccccc2c2nnc(SCc3ccccc3)nc21	-4.4%	-14%
3	CC1CCN(S(=O)(=O)c2ccc(S(=O)(=O)NCC3COCCO3)cc2)CC1 (stereo not given)	-5.9%	-3%
4	O=C(CCN1C(=O)/C(=C\c2cccs2)SC1=S)Nc1ccc(Cl)cc1	-2.8%	2%
5	CCOc1ccc(NC(=O)C2CC=CCC2C(=O)O)cc1 (stereo not given)	2.2%	-8%
6	CCOC(=O)N1CCN(C(=O)COc2ccccc2OC)CC1	0.6%	-3%
7	CCOC(=O)c1[nH]c(CSc2nnc(-c3ccc(OC)cc3)o2)c(C(=O)OCC)c1C	-28%	-1%
8	O=c1c2cc(N3CCOCC3)ccc2[nH]c(=S)n1CCCN1CCCC1	1.5%	2%
9	O=C(O)c1ccc(CSc2nnc(Cc3ccccc3)o2)cc1	-2.5%	x
10	COc1ccc(/C=N/Nc2cc(OC)ncn2)cc1	2.9%	-1%
11	CCN(CC)C(NC(=O)c1ccccc1)C(=O)c1ccccc1 (stereo not given)	-6.9%	0%
12	COc1ccc(-c2cc(C(=O)Nc3c(C)nn(Cc4ccccc4Cl)c3C)no2)cc1	x	8%
13	Cc1ccc(C)c(N=C2NC(=O)/C(=C/c3ccc(N4CCOCC4)cc3)S2)c1	-16%	0%
14	N#C/C(=C\c1ccc(-c2cccc(Cl)c2)o1)c1ccccc1	-7.4%	3%
15	COc1ccc(OC)c(CNC(=O)C2CCN(S(=O)(=O)N3CCCC3)CC2)c1	-5.3%	6%
16	O=C(O)CCNC(=O)c1ccccc1	-5.5%	-5%
17	C(=N/N1CCN(c2ccccc2)CC1)/c1ccccn1	3.3%	1%
18	O=C(NC1(C(F)(F)F)NC(=O)N(Cc2cccnc2)C1=O)c1cccs1 (stereo not given)	6.9%	-12%
19	CC(=O)Nc1ccc(OCC(O)CN2CCN(Cc3ccccc3)CC2)cc1 (stereo not given)	-0.3%	-11%
20	CCCC(C)NC(=O)c1ccc(OC)c([N+](=O)[O-])c1 (stereo not given)	3.6%	-3%
21	Cc1ccc(-c2cc(C(=O)N3CCCC3)no2)cc1	-4.7%	-2%
22	Cc1ccc(S(=O)(=O)N[C@H](C(=O)OCn2nnc3ccccc3c2=O)C(C)C)cc1	-1.3%	x
23	O=C(NCCCN1CCOCC1)c1ccc(C#Cc2ccccc2)cc1	-7.5%	3%
24	COc1ccc2nc(SCC(=O)Nc3ccc4c(c3)OCCO4)[nH]c2c1	2.1%	7%
25	Cc1cc(C)c2nc(Nc3nc4ccccc4c(=O)[nH]3)nc(C)c2c1	4.0%	4%
26	CC(O)c1cccc(NC(=O)c2nn3c(c2Cl)NC(c2ccco2)CC3C(F)(F)F)c1 (stereo not given)	1.4%	-1%
27	COC(=O)c1ccc(COc2ccc3c(-c4ccccc4)cc(=O)oc3c2C)cc1	0.5%	4%
28	O=C1NC(=O)C2(CCC(C(=O)O)C2)N1 (stereo not given)	-2.4%	-1%
29	CC(=O)N1c2ccc(N)cc2C(C)(c2ccccc2)CC1(C)C (stereo not given)	2.1%	1%
30	O=C(O)CCC(=O)N1CCc2cc(S(=O)(=O)N3CCC(Cc4ccccc4)CC3)ccc21	0.7%	-2%
31	CCc1ccc(NC(=O)c2noc3c2CCc2ccccc2-3)cc1	-1.0%	x
32	Cc1cccc(NC2=Nc3ccccc3N3C2=Nc2c(c(C)nn2-c2ccccc2)C3c2ccc(O)c(O)c2)c1 (stereo not given)	7.6%	x

Compounds above containing a Cl atom, in the order listed:
#	SMILES	Hsp70 inhibitors	Rat MKP-3 inhibitors
4	O=C(CCN1C(=O)/C(=C\c2cccs2)SC1=S)Nc1ccc(Cl)cc1	-2.8%	2%
12	COc1ccc(-c2cc(C(=O)Nc3c(C)nn(Cc4ccccc4Cl)c3C)no2)cc1	x	8%
14	N#C/C(=C\c1ccc(-c2cccc(Cl)c2)o1)c1ccccc1	-7.4%	3%
26	CC(O)c1cccc(NC(=O)c2nn3c(c2Cl)NC(c2ccco2)CC3C(F)(F)F)c1 (stereo not given)	1.4%	-1%

Other results.
#	SMILES	Hsp70 inhibitors	Rat MKP-3 inhibitors
33	Nc1nnnn1/N=C/c1ccco1	2.4%	-8%
34	Cc1ccc(C(=O)N/C(=C/c2ccc(-c3ccccc3[N+](=O)[O-])o2)C(=O)NCc2ccco2)cc1	-2.2%	11%
35	O=C(NC1CC1)c1ccc(S(=O)(=O)NCC2CCCCC2)cc1	6.8%	-6%
36	O=C1CSC(c2ccco2)N1 (stereo not given)	-4.5%	-9%
37	CCCCn1c(NC(=O)c2ccc(Cl)cc2)nc2ccccc21	1.7%	1%
38	CCc1c(C)[nH]n(CCC#N)c1=O	3.0%	-13%
39	CC(=O)CSc1nsc(SCC(C)=O)c1C#N	-7.7%	x
40	Cc1ccc(/C=C/C(=O)Nc2ccc(F)c([N+](=O)[O-])c2)cc1	2.8%	4%
41	Cc1cc(N2C(=O)NC(=O)/C(=C\c3ccc(N4CCCCC4)o3)C2=O)ccc1Br	-103%	1%
42	Cc1ccc(N2CC(C(=O)NC3=NCCS3)CC2=O)cc1C (stereo not given)	0.6%	-9%
43	CC(=O)NC(NC(C)=O)c1ccccc1Cl	-3.2%	2%
44	COc1ccc(CCNC(=O)CCn2c(=O)oc3ccccc32)cc1	0.9%	-6%
45	O=C(CC(=O)Nc1cccc(C(F)(F)F)c1)Nc1cccc(C(F)(F)F)c1	6.2%	-5%
46	COC(=O)CSc1nnc(-c2ccncc2)o1	-0.6%	0%
47	CSc1nnc2c(n1)OC(c1ccc(C(=O)O)cc1)N(C(C)=O)c1ccccc1-2 (stereo not given)	0.7%	2%
48	CCOC(=O)C1CCN(C(C(=O)NC2CCCCC2)c2ccc(OC)cc2)CC1 (stereo not given)	-1.5%	-4%
49	Cc1cccc(-n2c(=O)[nH]c3c(C(N)=O)nc(C(C)C)nc32)c1	13%	x
50	Cc1cc(Oc2ccc(F)cc2)c(F)cc1[N+](=O)[O-]	-1.8%	-1%
51	O=C1CN(CC(=O)N2CCCCC2)c2ccccc2O1	-1.4%	9%
52	COC(=O)c1ccc(C(=O)OC)c(NC(=O)C(C)Oc2ccc(Cl)cc2C)c1 (stereo not given)	-2.4%	0%
53	Clc1nc2sccn2c1/C=N/n1cnc2ccccc21	6.7%	7%
54	Brc1cccc(CN2CCN(Cc3ccncc3)CC2)c1	3.7%	2%
55	CCN(CC)S(=O)(=O)c1ccc(NC(=O)C(C)N(c2ccc(OC)cc2)S(C)(=O)=O)cc1 (stereo not given)	0.4%	x
56	COc1ccccc1NC(=O)c1c(N)sc2c1CCC2	-5.8%	-1%
57	O=C(NCCCCCCNC(=O)C1CCCC1)C1CCCC1	-0.5%	x
58	CCOc1ccc(-c2nnc3ccc(SCC(=O)NCc4ccco4)nn23)cc1	-3.3%	1%
59	O=c1c(Cl)c(Cl)cnn1Cc1ccccc1Cl	3.1%	7%
60	CCOC(=O)N1CCN(C(=O)c2cc3c(ccc4ccccc43)oc2=O)CC1	4.7%	-8%
61	Cn1cnc([N+](=O)[O-])c1NC(C)(C)C	4.0%	x
62	CCOCCCNC(=O)c1ccc(OC)cc1	-3.1%	-6%
63	COc1ccc(N(CC(=O)Nc2cccc3ccccc23)S(C)(=O)=O)c(OC)c1	-3.3%	-4%
64	CCOc1cc(C(=O)Nc2ccc3c(c2)OCCO3)cc(OCC)c1OCC	0.2%	4%
65	O=C1N/C(=C/c2ccc(Br)cc2)C(O)=C1C=NCc1ccccc1	-7.3%	2%
66	CCC(C)(C)NC(=O)C(c1ccc(F)cc1)N(Cc1ccco1)C(=O)c1cnccn1 (stereo not given)	-4.6%	-7%
67	COc1ccc(C2/C(=C(/O)c3ccccc3)C(=O)C(=O)N2Cc2ccccc2)cc1 (stereo not given)	-2.5%	2%
68	CCOC(=O)N1CCN(C/C(C)=C/c2ccccc2)CC1	5.8%	-4%
69	COc1ccc(C(=O)OCCNC(=O)c2ccc[n+](C)c2)cc1	1.5%	0%
70	CCOc1cc(N)ccc1C1CCCCC1	-0.1%	4%
71	CC1=C(C(=O)Nc2ccc(Cl)cc2)C(c2ccc(Cl)cc2Cl)NC(=S)N1 (stereo not given)	1.3%	0%
72	O=[N+]([O-])c1ccc(Oc2ccc(S(=O)(=O)Nc3ccc(Cl)cc3)cc2)cc1	0.8%	1%
73	O=C(NCc1ccccn1)c1coc(=O)c(Br)c1	5.6%	-4%
74	CN(C)C(=O)CSc1nnc(-c2cnccn2)n1C	1.5%	x
75	CCOC(=O)N1CCN(Cc2nc(N)nc(Nc3ccc(C)cc3)n2)CC1	6.1%	x
76	Cc1cccc(NC(=O)CN(C)S(=O)(=O)c2cccc3cccnc23)c1	-2.4%	-2%
77	COc1ccc(-n2ncc3c(=O)n(CC(=O)N4c5ccccc5CC4C)cnc32)cc1 (stereo not given)	5.7%	x
78	O=C(/C=C/Nc1ccccc1O)c1ccc(-c2ccccc2)cc1	-8.8%	-6%
79	O=C(O)/C=C/c1ccc2ccccc2n1	1.3%	x
80	O=c1cc(CSc2nnc(COc3ccc(Cl)cc3)o2)c2ccccc2[nH]1	2.1%	-14%

4 entries from above, with values ahead of the structure.
| entry | Hsp70 inhibitors | Rat MKP-3 inhibitors | molecule |
| --- | --- | --- | --- |
| 73 | 5.6% | -4% | O=C(NCc1ccccn1)c1coc(=O)c(Br)c1 |
| 74 | 1.5% | x | CN(C)C(=O)CSc1nnc(-c2cnccn2)n1C |
| 75 | 6.1% | x | CCOC(=O)N1CCN(Cc2nc(N)nc(Nc3ccc(C)cc3)n2)CC1 |
| 76 | -2.4% | -2% | Cc1cccc(NC(=O)CN(C)S(=O)(=O)c2cccc3cccnc23)c1 |

More structures:
#	SMILES	Hsp70 inhibitors	Rat MKP-3 inhibitors
81	CCCN1C2=NCCN2c2cc(C)c(C)cc21	-1.7%	4%
82	O=C(Nc1cc(=O)c2ccccc2o1)N1CCOCC1	4.1%	-6%
83	Cc1nc(NCc2ccco2)c2c3c(sc2n1)CCC3	8.7%	-5%
84	CCCc1cc(=O)n2[nH]c(-c3ccc(Br)cc3)cc2n1	8.7%	6%
85	O=C(CCN1C(=O)c2cccc3cccc(c23)C1=O)NCc1ccc2c(c1)OCO2	-3.1%	2%
86	Cc1ccc(NC2=C(Cl)C(=O)N(c3ccccc3Cl)C2=O)cc1C	0.5%	3%
87	COc1ccc(C(=O)Oc2ccc(/C=C3\SC(N)=NC3=O)cc2)cc1	-5.0%	20%
88	Cc1cc(C)nc(SCCn2c(N3CCC(C)CC3)nc3c2c(=O)n(C)c(=O)n3C)n1	-2.3%	-2%
89	Cc1cccc(Cn2c(C(C)O)nc3ccccc32)c1 (stereo not given)	-3.5%	x
90	CCC(=O)N1CCc2cc(S(=O)(=O)NCCC(=O)N3CCN(Cc4ccccc4)CC3)ccc21	-1.7%	4%
91	O=C(CC1(C(F)(F)F)NCCN1)c1cccc([N+](=O)[O-])c1	-2.4%	5%
92	Cc1noc(/C=C/N(C)C)c1S(=O)(=O)N1CCN(c2ccccc2)CC1	3.9%	-5%
93	Cc1csc(NC(=O)CSc2nc(C(C)C)nc3c2c(=O)n(C)c(=O)n3C)n1	-3.4%	1%
94	CC1CCN(S(=O)(=O)c2ccc(F)c(C(=O)O)c2)CC1	1.4%	0%
95	Brc1cccc(C=NN2CCN(Cc3ccccc3)CC2)c1	-1.8%	0%
96	CCN1CCN(S(=O)(=O)c2ccc3c(c2)OCCO3)CC1	2.7%	x
97	CCOCCCNC(=O)C1CCC(CNS(=O)(=O)c2cccc3nsnc23)CC1 (stereo not given)	3.8%	-3%
98	CC/C(O)=C(/C#N)c1nnc2n1CCCCC2	-4.8%	-2%
99	Oc1ccc(/C=N/N2CCN(Cc3ccc(Cl)cc3)CC2)cc1O	2.2%	5%
100	COc1ccccc1N1CCN(C(=O)c2cc(-c3ccc(Cl)cc3)on2)CC1	11%	1%
101	COc1ccc(NC(=O)c2cc3c(=O)n(C)c4ccccc4c3n2C)cc1OC	3.2%	-13%
102	O=C(NCCc1cccc(C(F)(F)F)c1)C(=O)Nc1ccccc1F	-1.3%	3%
103	Clc1ccc2nc(N3CCN(c4ccccc4)CC3)sc2c1	-2.6%	6%
104	COc1cc(C2C3=C(CC(C)(C)CC3=O)N(C)C(=O)N2C)cc(OC)c1OC (stereo not given)	-1.9%	-4%
105	O=C(Nc1ccc(Br)cc1Cl)c1cnccn1	4.6%	-2%
106	CN1CCN(C(=O)c2ccccc2N(Cc2ccccc2)S(C)(=O)=O)CC1	3.5%	-13%
107	C=CCOc1c(Br)cc(CNn2nnnc2N)cc1OCC	1.6%	-8%
108	CCN(CC)CCNC(=O)c1ccc2c(=O)n(CCc3ccccc3)c(=O)[nH]c2c1	2.3%	-15%
109	COc1cc(/C=C(/C#N)C(N)=O)cc(Br)c1O	-8.7%	3%
110	COC(=O)c1ccccc1P(C)(C)=O	-0.3%	-1%
111	O=C(NCc1ccco1)/C(=C/c1cccc(Oc2ccccc2)c1)NC(=O)c1ccccc1	-0.3%	4%
112	O=C1Nc2c(c(=O)[nH]c(=O)n2-c2ccccc2)C(C(F)(F)F)(C(F)(F)F)N1	-6.1%	x
113	Cc1c(C(=O)N2CCN(c3ccccn3)CC2)sc2ncnc(N3CCN(c4ccccc4)CC3)c12	-0.2%	2%
114	Cn1c(SCC(=O)Nc2nccs2)nnc1C12CC3CC(CC(C3)C1)C2	-3.6%	2%
115	CCCCNC(=O)c1sc(=S)n(-c2ccccc2OC)c1N	2.5%	x

Screening results from PubChem.
